Screens deposited in PubChem BioAssay by The Scripps Research Institute Molecular Screening Center.
PAD4 FP inh: blocks human protein arginine deiminase 4; Q9UM07; recombinant PAD4, RCA probe fluorescence polarization; inhibition, % at 6.36 µM; 330,000 tested, 0.41% active;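 active means percent inhibition above a cutoff equal to the mean of all tested compounds plus 3 SD, cut at about 15% in these data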;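 further: 0% = PAD4 with RCA probe and DMSO and 100% = probe without PAD4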
PAFAH1B3 inh: blocks human PAF acetylhydrolase 1B catalytic subunit 3 | Q15102 | recombinant PAFAH1B3, FP-rhodamine probe, fluorescence polarization | inhibition, % at 3.39 µM | 340,000 tested, 0.28% active;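 active means inhibition above the screen-wide average of all tested compounds plus 3 SD, cut at about 25% in these data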;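 further: 0% = enzyme with DMSO only and 100% = wells lacking PAFAH1B3 protein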
GSTO1 counter: GSTO1 inhibition, counter-screen for RBBP9 inhibitors | 300,000 tested, 1.1% active | inhibition, % at 5.96 µM | recombinant GSTO1, activity-based probe fluorescence polarization | AID 1974 | P78417;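 active means inhibition above the campaign mean inhibition plus 3 SD, cut at about 35% in these data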;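 further: 0% = GSTO1-1 with DMSO and 100% = wells lacking GSTO1-1 enzyme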
Target sequence (P78417 whole entry, looked up): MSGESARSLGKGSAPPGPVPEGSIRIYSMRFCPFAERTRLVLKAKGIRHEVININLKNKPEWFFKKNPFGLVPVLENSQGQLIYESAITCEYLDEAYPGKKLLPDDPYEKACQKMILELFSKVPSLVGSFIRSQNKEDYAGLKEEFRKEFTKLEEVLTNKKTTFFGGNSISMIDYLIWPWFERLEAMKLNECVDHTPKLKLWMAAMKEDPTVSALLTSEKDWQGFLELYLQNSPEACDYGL
pPAFAH inh: inhibitors of human plasma PAF acetylhydrolase (pPAFAH); recombinant pPAFAH, FP-rhodamine probe fluorescence polarization; Q13093; inhibition, % at 3.39 µM; 330,000 tested, 1.5% active;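 active means inhibition above the mean inhibition across the screen plus 3 SD, cut at about 25% in these data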;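 further: inhibitors block binding of the rhodamine activity-based probe so polarization drops; 0% = enzyme with DMSO and 100% = wells lacking pPAFAH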
Target sequence (Q13093 whole entry, looked up): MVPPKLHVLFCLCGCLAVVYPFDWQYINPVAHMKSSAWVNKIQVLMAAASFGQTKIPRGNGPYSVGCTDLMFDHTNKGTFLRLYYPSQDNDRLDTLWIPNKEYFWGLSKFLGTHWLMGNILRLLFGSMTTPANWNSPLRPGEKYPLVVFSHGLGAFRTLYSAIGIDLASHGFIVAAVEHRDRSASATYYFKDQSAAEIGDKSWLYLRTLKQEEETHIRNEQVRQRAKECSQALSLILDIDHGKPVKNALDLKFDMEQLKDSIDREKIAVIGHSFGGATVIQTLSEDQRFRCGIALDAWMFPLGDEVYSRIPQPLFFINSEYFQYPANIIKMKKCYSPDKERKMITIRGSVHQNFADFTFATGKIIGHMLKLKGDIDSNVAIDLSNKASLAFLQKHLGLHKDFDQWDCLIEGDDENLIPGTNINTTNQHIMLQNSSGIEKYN
PREPL inhibitor: inhibits the human prolyl oligopeptidase-like enzyme; inhibition, % at 5.96 µM; 320,000 tested, 0.68% active; recombinant PREPL, fluorescence polarization activity-based probe; in the data active means inhibition above about 43%;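 further: 0% = enzyme with DMSO and 100% = wells lacking enzyme; many of its hits are not listed in these tables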
PME-1 primary: blocks human protein phosphatase methylesterase 1; inhibition, % at 5.9 µM; 320,000 tested, 0.53% active; recombinant PME-1, FP-Rh probe fluorescence polarization; Q9Y570;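 active means inhibition above the campaign mean of all compounds plus 3 SD, cut at about 26% in these data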;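 further: competitive labeling of PME-1 active site by serine hydrolase directed probe; 0% = PME-1 with DMSO and 100% = wells lacking PME-1 enzyme; inhibitors block probe labeling so polarization falls and inhibition rises; many of its hits are not listed in these tables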
PAFAH1B2 FP inh: inhibitors of human PAFAH1B2. P68402. recombinant PAFAH1B2, FP-rhodamine activity probe, fluorescence polarization. inhibition, % at 3.39 µM. 340,000 tested, 1.2% active;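 active means inhibition above the mean of all tested compounds plus 3 SD, cut at about 24% in these data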;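 further: 0% = enzyme with DMSO and 100% = wells lacking PAFAH1B2; many of its hits are not listed in these tables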
LYPLA2 counter: blocks human lysophospholipase 2, a PME1 counter-screen; 320,000 tested, 0.38% active; O95372; recombinant LYPLA2, FP-Rh probe fluorescence polarization; inhibition, % at 5.9 µM;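 active means inhibition above the screen-wide mean plus 3 SD, limit set per campaign, cut at about 26% in these data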;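 further: 0% = LYPLA2 with DMSO and 100% = wells lacking LYPLA2 enzyme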
LYPLA1 inh: counter-screen for PME1 inhibitors: inhibitors of human LYPLA1 | O75608 | recombinant LYPLA1, FP-Rh probe fluorescence polarization | inhibition, % at 5.9 µM | 320,000 tested, 0.16% active | AID 2174;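 active means inhibition above the mean of all tested compounds plus 3 SD, set per campaign, cut at about 14% in these data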;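 further: inhibitors block serine hydrolase probe labeling of LYPLA1 so polarization falls; 0% = enzyme with DMSO and 100% = wells lacking LYPLA1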
Target sequence (O75608 whole entry, looked up): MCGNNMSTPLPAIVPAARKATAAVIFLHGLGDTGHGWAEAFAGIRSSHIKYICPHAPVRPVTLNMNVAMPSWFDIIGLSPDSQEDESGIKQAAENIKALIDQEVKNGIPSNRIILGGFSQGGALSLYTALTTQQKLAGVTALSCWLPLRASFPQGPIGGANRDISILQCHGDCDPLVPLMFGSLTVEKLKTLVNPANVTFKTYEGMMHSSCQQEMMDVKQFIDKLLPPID
* hit, by the source's call; · = no result given. Some of the compounds tested. The share of hits here may be higher or lower than overall.

SMILES	PAD4 FP inh	PAFAH1B3 inh	GSTO1 counter	pPAFAH inh	PREPL inhibitor	PME-1 primary	PAFAH1B2 FP inh	LYPLA2 counter	LYPLA1 inh
Cc1cc(Nc2ccccc2)n(-c2cccc(Cl)c2)n1	-3	2	-1	-7	10	5	4	-1	0
CCOC(=O)c1ccc(NC(=O)c2cc3ccccc3o2)cc1	0	-1	-19	-7	-7	-116	-7	-11	-8
COC(=O)Nc1ccc(S(=O)(=O)NCc2ccccn2)cc1	-2	4	6	-1	13	-10	1	-4	-6
COc1ccc2nc(NC(=O)CCNC(=O)c3ccco3)sc2c1	-7	-3	·	-7	0	-3	-4	-2	0
O=C(CSc1nnnn1-c1ccccc1)Nc1ncc2c(n1)CC(c1ccccc1)CC2=O (configuration not stated)	4	2	0	4	4	-4	0	1	0
CCn1c(CN2CCOCC2)nnc1SCC(=O)Nc1ccccc1C	0	9	5	0	10	-2	7	4	-2
Cc1ccc(S(=O)(=O)N2CCC3(CC2)OCCO3)s1	0	4	1	8	3	-1	7	1	2
COc1cccc(N/C(N)=N/c2nc(C(F)(F)F)cc(C(F)(F)F)n2)c1	1	9	-6	-8	10	-3	9	3	4
Cc1cccc(N2CC(O)(c3cccs3)[N+]3=C2CCCC3)c1C (configuration not stated)	-3	3	3	0	15	0	2	3	0
CCSC1(SCC)N=C(N)C2(C#N)C(c3ccc(OC)c(OC)c3OC)C12C#N (configuration not stated)	3	2	9	6	11	-1	3	2	-4
Cc1cc(NS(=O)(=O)c2ccc(NC(=O)C(C)Oc3cccc(C)c3C)cc2)nc(C)n1 (configuration not stated)	-1	8	0	4	-4	2	0	2	0
O=C(Nc1ccccc1Oc1ccccc1)C1CCCC1	-6	3	0	4	0	0	3	5	-1
Cc1ccc(-c2nnc(CN3CCCCC3C)o2)cc1 (configuration not stated)	0	10	-3	6	5	3	3	0	0
O=C(CSc1nnnn1C1CCCCC1)Nc1ccccc1N1CCOCC1	-6	11	-6	4	3	2	7	-2	1
Cc1cc(C)cc(-n2nnc(C(=O)NCc3ccccc3Cl)c2N)c1	-2	5	0	-6	-1	7	-1	0	-5
NCCc1nnc(SCc2c(F)cccc2Cl)o1	5	13	-4	0	-26	-1	4	3	1
CCOC(=O)c1c(C)n(-c2ccc(C)cc2)c2c(C(C(C)=O)C(=O)O)c(Br)c(O)c(O)c12 (configuration not stated)	-1	-5	64*	18	19	-1	-3	-3	-1
COc1ccc(CNC(=O)CSc2nnc(C)c(=O)[nH]2)cc1	-3	-1	8	0	-7	0	5	-2	1
Cc1ccc(S(=O)(=O)NCc2ccc(C(=O)N3CCN(Cc4ccccc4)CC3)cc2)cc1	5	9	6	4	16	1	-2	17	2
CCc1ccc(C(C)NC(=O)c2ccc(F)cc2)cc1 (configuration not stated)	3	2	1	4	-10	-2	15	6	8

3 entries out of the list above, ordered by the number in PREPL inhibitor, low to high:
Compound	PAD4 FP inh	PAFAH1B3 inh	pPAFAH inh	PREPL inhibitor	PME-1 primary	PAFAH1B2 FP inh
COc1ccc(CNC(=O)CSc2nnc(C)c(=O)[nH]2)cc1	-3	-1	0	-7	0	5
COC(=O)Nc1ccc(S(=O)(=O)NCc2ccccn2)cc1	-2	4	-1	13	-10	1
Cc1cccc(N2CC(O)(c3cccs3)[N+]3=C2CCCC3)c1C (configuration not stated)	-3	3	0	15	0	2

Sorted by length of the SMILES (high to low): part of the list above.
SMILES	PAD4 FP inh	PAFAH1B3 inh	GSTO1 counter	pPAFAH inh	PREPL inhibitor	PME-1 primary	PAFAH1B2 FP inh	LYPLA2 counter	LYPLA1 inh
COc1cccc(N/C(N)=N/c2nc(C(F)(F)F)cc(C(F)(F)F)n2)c1	1	9	-6	-8	10	-3	9	3	4
COC(=O)Nc1ccc(S(=O)(=O)NCc2ccccn2)cc1	-2	4	6	-1	13	-10	1	-4	-6
O=C(Nc1ccccc1Oc1ccccc1)C1CCCC1	-6	3	0	4	0	0	3	5	-1

The main list resumes; the 3 compounds before the break are reprinted first.
SMILES	PAD4 FP inh	PAFAH1B3 inh	GSTO1 counter	pPAFAH inh	PREPL inhibitor	PME-1 primary	PAFAH1B2 FP inh	LYPLA2 counter	LYPLA1 inh
COc1ccc(CNC(=O)CSc2nnc(C)c(=O)[nH]2)cc1	-3	-1	8	0	-7	0	5	-2	1
Cc1ccc(S(=O)(=O)NCc2ccc(C(=O)N3CCN(Cc4ccccc4)CC3)cc2)cc1	5	9	6	4	16	1	-2	17	2
CCc1ccc(C(C)NC(=O)c2ccc(F)cc2)cc1 (configuration not stated)	3	2	1	4	-10	-2	15	6	8
CC1C(=O)N2CCCc3cc(S(=O)(=O)NCCc4ccccc4)cc1c32 (configuration not stated)	6	-1	9	3	13	11	2	-1	5
O=C(c1cccs1)N1CCC2(O)CCCCC2C1c1ccc(F)cc1 (configuration not stated)	5	4	2	-4	7	4	-2	-8	2
O=C(CCc1ccccc1)NNC(=O)COc1ccccc1	7	5	1	-4	-1	5	-2	-7	-2
Cc1ccccc1Nc1cc(C)c2c(O)cccc2n1	-2	-2	2	1	-8	0	1	0	-3
CC(C)OCC1CO1 (configuration not stated)	-10	2	·	3	1	-1	3	4	-1
COc1ccccc1/C=C/C(=O)c1ccc(NC(C)=O)cc1	-3	4	-15	0	-11	-5	-5	-2	-4
COc1ccccc1C(=O)NCCNc1ccc([N+](=O)[O-])cc1Cl	-3	2	1	3	6	2	5	4	2
CN(c1ccccc1C(=O)N1CCN(Cc2ccc3c(c2)OCO3)CC1)S(C)(=O)=O	0	5	6	0	8	-5	0	-2	-5
CCCOC1CCCN(Cc2cn(C)nc2-c2ccccc2F)C1 (configuration not stated)	4	-2	8	-5	7	-2	0	-5	-6
CCOC(=O)c1cc(NC(=O)c2ccc(OC)cc2)c(=O)oc1-c1ccccc1	-2	6	23	-2	10	-7	5	5	-5
CC(C)CCNc1nc(-c2ccco2)c2c(c1C#N)CCCC2	-3	2	-5	3	-3	0	3	-1	-3
COc1ccc(CN(C)C(=O)Cn2ccc(NC(=O)OCc3ccccc3)nc2=O)cc1OC	-5	-5	·	0	2	2	-7	7	2
Cn1c(=O)c2c(SCC(=O)N3CCCC3)nc(CC(C)(C)C)nc2n(C)c1=O	-4	-1	-2	3	7	6	4	1	2
CCOCCCNC(=O)c1ccc(NC(=O)C2=CSCCO2)cc1	-5	2	-1	1	11	3	3	10	2
COc1cc(/C=N/Nc2nnc3c(n2)[nH]c2ccccc23)ccc1O	-7	5	6	5	2	8	1	3	-3
N#Cc1ccc(S(=O)(=O)N2CCC(C(=O)Nc3cccc(C(=O)NC4CC4)c3)CC2)cc1	-4	7	·	2	19	6	13	4	1
COc1ccc(-c2cc(-c3ccccc3)no2)cc1	-2	6	2	-1	15	0	1	-2	1
O=C(O)C12C[C@H]3C[C@@H](C1)CC(n1ncc(N4CCN(c5ccccc5)CC4)c(Cl)c1=O)(C3)C2	1	7	0	2	7	-7	-8	2	0
Cc1ccccc1NC(=O)Cn1c(O)c(N=NC(=O)c2ccccc2O)c2ccccc21	-6	0	-3	3	3	-16	14	-11	-5
CCn1cc(CN2CCN(Cc3ccc(C)o3)C(CCO)C2)c2ccccc21 (configuration not stated)	-3	5	6	6	2	2	5	3	-5
COc1ccc(-c2nnc(N(C)C(=O)C3CCOC3)s2)cc1 (configuration not stated)	2	1	10	5	-2	0	1	-1	0
CN(C)c1ccc(/C=C(/C#N)C(=O)NCc2ccccc2)o1	-10	7	5	-1	10	0	7	-2	-1
CCC(CO)Oc1cc(NC(=O)Cc2ccccc2)c2ncn(C(C)C)c2c1 (configuration not stated)	0	1	·	26*	9	·	1	·	·
c1ccc(C2[C@H]3CN(Cc4cccnc4)[C@H](c4ccccc4)C34CC2(c2ccccc2)C4)cc1 (some centres not stated)	-4	5	5	4	-6	-6	-2	-1	0
Cc1ccc(NC(=O)c2ccc3c(c2)OCO3)cc1Cl	-4	13	5	1	-3	-3	1	-4	0
CCN1CC2=C(OC(N)=C(C#N)C2c2cccs2)/C(=C\c2cccs2)C1 (configuration not stated)	-5	-4	8	14	9	0	4	-4	0
CCNC(=O)NC(=O)COC(=O)CCCSc1nc2ccccc2s1	-5	0	-5	7	10	8	-12	-11	-5
CC(C)=NNC(=O)c1c(O)c2ccccc2[nH]c1=O	-3	2	42*	3	-17	-3	2	1	2
CC(C)c1cc(CNC(=O)C2CCC(=O)N(Cc3ccccc3F)C2)on1 (configuration not stated)	1	0	-2	1	-4	2	3	1	2
O=C(/C=C/c1ccco1)NCCc1ccccc1	0	2	-3	0	-6	6	0	-3	1
O=C(CSc1nc2c(c(=O)n1-c1ccccc1)SCC2)N1CCN(c2ccccc2)CC1	-1	4	3	3	17	0	4	2	-3
O=C(c1ccccc1)c1ccc2c(c1)OCCOCCOCCOCCO2	2	1	2	2	13	2	2	1	3
Brc1ccc(-c2nnc(SCCC3OCCCO3)o2)cc1	-6	3	2	3	12	2	3	4	-2
CC1(C)CC(CC(=O)O)(c2ccc(Cl)cc2)CCO1 (configuration not stated)	-2	13	4	0	-7	-1	4	-1	-2
COc1ccc(/C=C(\NC(=O)c2ccccc2)C(=O)N/N=C/c2ccncc2)cc1	2	7	-1	0	5	-3	4	9	1
CC1(C)Cc2c(sc(NC(=O)c3ccc(S(=O)(=O)N4CCCCCC4)cc3)c2C#N)C(C)(C)N1	2	-1	6	0	-7	2	2	-6	-7
Cc1ccc(C)c(Cn2cnc3c(oc4ccccc43)c2=O)c1	-3	-2	-12	4	-4	-2	-1	5	-3
COc1cccc(-n2c(C)c(C(C)=O)c(C(C)=O)c2C)c1	1	1	-1	6	-9	-2	-1	9	1
CC(=O)Nc1ccc(S(=O)(=O)N2CCCN(S(=O)(=O)c3ccc(NC(C)=O)cc3)CC2)cc1	-4	-1	1	0	-4	4	4	10	-4
O=C(CSc1nnc(-c2ccncc2)n1-c1ccc(Cl)cc1)Nc1ccc(C(=O)O)cc1	-3	6	-5	0	8	3	-1	5	-2
COc1ccccc1OCc1n[nH]c(=S)n1Cc1ccccc1	0	9	2	2	3	-4	8	2	-2
O=C(COC(=O)CCC(=O)c1cccs1)Nc1ccc(S(=O)(=O)N2CCOCC2)cc1	2	6	-2	5	-7	1	2	-1	-2
